From PubChem
XIAP antagonists: XIAP antagonists, biochemical, IAP family, fluorescence polarization (AID 1018); E3 ubiquitin-protein ligase XIAP (Homo sapiens); XIAP BIR domain, fluorescence polarization peptide displacement; higher % means a stronger effect; displacement, % at 20 µM, or IC50 in µM where a hit was titrated; 0.007% of 200,000 active; in the data active = displacement above about 50%; also: a part of the inactive calls stands beside numbers as strong as those of hits
b-catenin transl: modulators of beta-catenin nuclear translocation, primary screen, imaging, HeLa cells, immunofluorescence, high-content | 0.3% of 190,000 active | nuclear translocation activity, % at 5 µM | AID 1665, 2009;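 active = nuclear translocation activity above 50% at 5 µM, with a well cell count of 50 or more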;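 also: per-cell ratio of nuclear to cytoplasmic median beta-catenin stain intensity; plate controls were DMSO negative control for no effect and GSK-3 inhibitor IX positive control for full effect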
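Test system: human HeLa cells, native beta-catenin. Compound dosing: 5 µM primary single dose, 0.1% DMSO, 0.02–20 µM confirmation series. Incubation: compound exposure 24 h at 37°C. Detection: beta-catenin immunostaining with DAPI counterstain, 20x imaging, 6 fields/well. Read-out basis: Nuclear/cytoplasmic beta-catenin signal ratio, % activation.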
Hep lipid drop: inhibitors of hepatocyte lipid droplet formation, primary screen, imaging, high-throughput imaging, BODIPY stain; inhibition, % at 6.5 µM; 0.4% of 240,000 active; AML12 mouse hepatocytes, oleate lipid droplets;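 active = lipid droplet intensity inhibited by at least 50%, with more than 500 cells counted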
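Material – mouse AML12 hepatocyte cell line, fixed after treatment · Compound dosing – one dose, 6.5 µM compound · Times – compound with oleate, overnight · Measured by – Image-based BODIPY and DAPI two-channel analysis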
WT yeast gro inh: growth inhibition of WT strain, primary screen, mitochondrial fusion inhibitor project, WT and mutant strains, chemical genetic; mitochondrial fusion phenotypic screen; inhibition, % at 10 µM; 2.1% of 190,000 active; AID 1362, 2008; in the data active = inhibition above about 58%; tested in S. cerevisiae
Insulin prom up: insulin promoter activators in MIN6 cells, imaging, high-content screening, mouse beta cells. MIN6 insulin promoter-GFP reporter; hits give high values. z-score at 5 µM. 0.3% of 190,000 active. AID 1625, 2009;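 active = z-score above 3 at 5 µM with at least 500 cells counted in the well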
Dynein transport: inhibitors of GR-EGFP nuclear translocation, primary screen, dynein cargo transport inhibitor project, imaging, high-content, 3617.4 mouse cells; AID 1381, 2008; test concentration mostly 20 µM; stimulated with dexamethasone, 1 µM; hits give low values; z-score, hits read low; 0.47% of 220,000 active;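 active = plate z-score of nuclear minus cytoplasmic receptor signal below a set negative limit, without overly bright fluorescence or cell loss, cut at about -3.5 in these data, passing the limit was not always enough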;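 also: z-score of nuclear minus cytoplasmic ring GR-EGFP intensity difference per well; some compounds called inactive have numbers as strong as hits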
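Buffer or medium: Induction medium lacking tetracycline, stripped serum | Also added: Dexamethasone agonist, 1.0 µM final, for 30 min | Timing: 48 h induction, 1 h compound, 30 min dex at 37 °C | Detection: Formaldehyde fixation, Hoechst nuclear stain, 10x automated fluorescence imaging | Measure: Nuclear versus cytoplasmic GR-EGFP signal, averaged per well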
CSM14.1 death rescue: rescue of cells from ER stress-induced death, primary screen, 384-well, CSM14.1, thapsigargin, ATP luminescence (AID 1222); CSM14.1 thapsigargin-induced death rescue, ATP luminescence; higher % means a stronger effect; cellular ATP content (survival), % at 20 µM, or EC50 in µM where a hit was titrated; 190,000 tested, under 10 active;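 active = EC50 below 50 µM in the dose-response confirmation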;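 also: death triggered by thapsigargin at about 15 µM added after 2 h compound pretreatment; cell ATP read after overnight thapsigargin exposure of roughly 18 to 22 hours; normalized against plate controls of thapsigargin alone and 5% DMSO vehicle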
Autophagy mod: autophagy modulators in MEF cells, primary screen, imaging, high-content, MEF GFP-LC3 | MEF GFP-LC3 puncta imaging; test concentration mostly 10 µM | calls only at 10 µM (by protocol) | 0.98% of 190,000 active | AID 463193, 2010;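 active = percentage of spot-positive cells more than 3 SD above its plate mean, without a fluorescence outlier flag or 80% toxicity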;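 also: spot-positive cell cutoff set from DMSO-treated cells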
MT stabilizer: microtubule stabilizers in HeLa cells, primary screen, imaging, high-content imaging; % tubulin-high responders, % at 10 µM; 0.83% of 200,000 active; HeLa tubulin immunostaining HCS, 24 h; share of cells brighter than vehicle mean+2SD;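 active = plate Z-score above 3 for both tubulin-high and condensed-nucleus cell shares, with cell loss under 80%, at 10 µM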;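 also: anti alpha tubulin signal scored within the nucleus-defined area of each cell; some results filed as inactive read as strong as hits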
WT yeast gro inh mutant strain: second read-out of WT yeast gro inh, no call of its own (marks repeat the call); inhibition, %; mitochondrial fusion phenotypic screen, mutant strain inhibition
Dynein transport cytoplasmic EGFP: also measured in Dynein transport; calls as there; z-score; measured here: cytoplasmic GR-EGFP intensity; hits give high values
Dynein transport nuclear GR-EGFP: second read-out of Dynein transport, no call of its own (marks repeat the call); z-score; measured here: nuclear GR-EGFP intensity;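 lower value marks the stronger effect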
Dynein transport cell count: second read-out of Dynein transport, no call of its own (marks repeat the call); z-score; measured here: cell count per field
Insulin prom up cell count: also measured in Insulin prom up; calls as there; cell count; measured here: cytotoxicity, nuclei count;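 total cells summed across four imaged fields per well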
Hep lipid drop cells 6.5 µM: also measured in Hep lipid drop; calls as there; cell count; measured here: cell count, cytotoxicity flag;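 cells counted across two imaged fields per well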
b-catenin transl cell count 5 µM: second read-out of b-catenin transl, no call of its own (marks repeat the call); cell count; measured here: cell count, cytotoxicity flag
MT stabilizer Hoechst-high %: also measured in MT stabilizer; calls as there; % Hoechst-high responders; measured here: nuclear condensation Hoechst responders;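 share of cells brighter than vehicle mean plus two SD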
MT stabilizer cytotoxicity %: recorded beside MT stabilizer, whose call it bears; toxicity, %; measured here: cytotoxicity by cell density;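 0% = mean cell density of plate MIN control wells and 100% = no cells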
Autophagy mod cell loss 18 h: second read-out of Autophagy mod, no call of its own (marks repeat the call); toxicity, %; measured here: cell loss, nuclei count;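 cell loss after 18 h compound exposure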
* = called active by the depositor; i = inactive; · = not tested or not shown; + = active, no number.

SMILES	XIAP antagonists	b-catenin transl	b-catenin transl cell count 5 µM	Hep lipid drop	Hep lipid drop cells 6.5 µM	WT yeast gro inh	WT yeast gro inh mutant strain	Insulin prom up	Insulin prom up cell count	Dynein transport	Dynein transport cytoplasmic EGFP	Dynein transport nuclear GR-EGFP	Dynein transport cell count	CSM14.1 death rescue	Autophagy mod	Autophagy mod cell loss 18 h	MT stabilizer	MT stabilizer Hoechst-high %	MT stabilizer cytotoxicity %
CC(O)CN(Cc1ccc(Cl)cc1)CC(C)O (stereo not drawn)	-2.5%	0.0	1305	·	·	7	5	-0.87	1492	0.77	-0.18	-0.2	0.69	-1.2%	i	-1	3.4	1.6	2.6
CCCn1c(-c2ccc[nH]c2=O)nc2cc(C)c(C)cc21	-9.3%	-0.7	992	4	740	13	18	-0.03	1438	-0.43	-0.27	-0.039	0.17	-2.2%	i	4	3.1	2.2	3.5
COC(=O)c1cc(NC(=O)CC2C(=O)NCCN2C(=O)c2ccc(F)cc2)cc(C(=O)OC)c1 (stereo not drawn)	-24%	3.8	946	-2	722	-11	-14	·	·	2.8	-0.17	1.5	-1	-0.4%	i	6	4.1	1.9	1.1
Cc1oc(S(=O)(=O)N2CCOCC2)cc1C(=O)Nc1ccc(F)cc1	·	-1.6	1297	-4	662	·	·	-0.18	1037	-0.13	-0.14	-0.22	0.15	·	·	·	·	·	·
Cc1cc(C)n(C(=O)C2CCCN2S(=O)(=O)c2ccc(Cl)cc2)n1 (stereo not drawn)	-1.5%	-0.4	981	·	·	26	9	0.8	1389	-0.4	-0.31	-0.12	0.74	0.1%	i	4	4.0	2.1	11
Cc1ccccc1-c1c(C)oc2cc(O)ccc2c1=O	-3.4%	-1.8	1448	·	·	7	4	0.4	1560	-0.16	-0.23	0.087	0.23	-1.6%	i	-8	1.9	1.4	5.5
O=C(Oc1ccc(Cl)cc1)c1ccc(COC(=O)c2cnccn2)cc1	-17%	·	·	14	820	21	14	-0.15	827	0.68	-0.045	0.069	-0.38	-1.1%	i	-7	0.9	1.5	5.9
COc1ccc(N(Cc2cc3ccccc3[nH]c2=O)S(=O)(=O)c2ccccc2)cc1	·	0.8	1403	-1	732	·	·	-0.19	958	0.7	0.43	0.44	-1.1	·	·	·	·	·	·
c1ccc(OCc2nn3c(C4CCCCC4)nnc3s2)cc1	-2.6%	0.6	1143	·	·	13	22	-0.33	987	0.053	-0.15	0.52	-1.1	-0.4%	i	10	4.6	2.1	3.7
CCSc1nc(-c2ccc(OC)cc2)cc(-c2ccc(OC)cc2)c1C#N	-4.4%	·	·	26	755	6	-14	-1.1	756	0.54	0.28	0.79	-0.81	-0.4%	i	-12	1.4	1.1	7.8
CCOC(=O)c1c(C)nc2c(c1C)/C(=N/O)CC(C)(C)C2	-10%	1.0	1092	·	·	2	13	0.12	992	0.75	-0.22	0.32	-0.23	-0.9%	i	13	3.3	2.9	6.8
COc1ccc(-c2cc(C(=O)OCC(=O)Nc3ccc4c(c3)OCO4)c3ccccc3n2)cc1	0.0%	-1.2	1145	-7	680	4	1	-0.07	1522	-0.59	-0.27	-0.34	1	-5.5%	i	2	5.6	1.9	11
CC(C)NC(=O)CN(c1cccc(Br)c1)S(C)(=O)=O	-5.9%	-0.6	690	·	·	7	13	-0.72	1454	0.24	-0.2	0.077	-0.48	1.0%	i	1	1.8	1.3	6.4
CCCn1nc(C(=O)NCc2ccccn2)c2ccccc2c1=O	-1.8%	-3.5	1157	9	721	0	9	-0.11	900	-0.025	-0.3	0.15	-0.027	6.6%	i	-19	6.9	2.5	1.4
COc1ccc2c(c1)CCN1C2CCN2C(=O)CCC21 (stereo not drawn)	·	1.0	1327	3	669	·	·	-0.1	1191	-1.3	-0.25	-1	1.8	·	·	·	·	·	·
Cc1nc(NC(=O)c2ccc(Cl)cc2)nc2cc3c(cc12)OCO3	-8.9%	-1.9	1018	24	645	-5	-7	-0.15	1293	-0.095	-0.25	0.081	0.15	-2.1%	i	-1	2.8	2.6	3.0
O=C(N/N=C\c1ccncc1)c1ccccc1O	-5.5%	-0.1	1040	5	728	-1	4	0.42	1068	0.84	-0.26	0.049	0.65	4.4%	i	17	3.5	2.7	0.3
CCOC(=O)/C=C/COc1ccccc1[N+](=O)[O-]	-3.9%	-3.0	1082	15	713	-19	-2	-0.52	1118	-0.53	-0.33	-0.3	0.4	·	i	15	4.1	2.7	0.2
CN1C/C(=C/c2ccsc2)C(=O)/C(=C/c2ccsc2)C1	-3.5%	3.6	1082	6	370	4	4	-0.23	1318	-1.7	-0.17	-1.1	0.73	4.5%	i	14	3.9	2.5	9.1
COc1ccccc1NC(=O)Nc1nc(C(C)(C)C)cs1	-3.6%	0.3	996	-2	669	-7	19	-0.06	1278	-0.24	-0.22	-0.44	0.91	-0.3%	i	12	2.2	1.6	3.6
Cc1cc2c(NC(=O)CC(C)(C)CC(=O)O)cccc2nn1	·	0.7	1344	0	685	·	·	-0.46	990	-1.1	0.29	-0.19	0.69	·	·	·	·	·	·
Nn1cc(-c2ccccc2)nc1SCC(=O)NCCc1ccccc1	-1.8%	-1.0	991	5	698	-3	2	-0.08	1240	-1.2	-0.29	-0.28	0.97	-1.4%	i	0	3.0	2.9	7.2
COCc1nnc(NC(=O)CCN2C(=O)c3ccccc3C2=O)s1	-1.2%	·	·	·	·	-31	-16	·	·	0.48	-0.2	-0.054	0.22	-2.2%	i	-1	2.6	2.2	0.0
COc1ccc(-c2nnc(SCC(=O)c3cc(C)n(Cc4cccs4)c3C)o2)cc1	-1.0%	·	·	8	694	2	-8	-0.01	1339	-0.2	-0.18	0.58	0.64	-2.4%	i	1	1.6	2.1	14
CC(C)CCNC(=O)C(CC(C)C)N(Cc1ccc2c(c1)OCO2)C(=O)c1snc(C(N)=O)c1N (stereo not drawn)	-1.6%	1.2	1463	1	713	11	-3	-0.47	1384	-0.55	-0.13	-0.2	0.38	-1.3%	i	2	2.9	2.4	7.7
COc1ccc(Cn2nnnc2C(c2cc3ccc(OC)cc3[nH]c2=O)N2CCCCCC2)cc1 (stereo not drawn)	-3.1%	·	·	·	·	3	13	·	·	-0.15	-0.11	-0.0018	-0.42	3.5%	i	9	3.2	2.6	9.2
COc1cccc(N=Nc2c(N)[nH]n3c(=O)cc(-c4ccccc4)nc23)c1	0.4%	1.3	1291	·	·	9	9	0.18	1470	2	-0.18	1.7	-1.1	-0.7%	i	-11	2.2	2.3	2.8
CC(C)(C)C(=O)Nc1nnc(SCC(=O)Nc2ccc3c(c2)OCO3)s1	-3.8%	-1.5	1061	-1	568	-13	-3	1.9	1521	1.7	-0.14	1.1	-2.6	-2.3%	i	-10	3.1	3.8	5.7
CN(C)CCCN(C(=O)c1cccs1)c1nc(-c2ccccc2)cs1	-1.3%	-3.9	1194	-3	716	-4	4	-1.5	955	0.43	-0.24	0.39	-0.36	-3.0%	+	1.4*	3.9	1.5	4.7
Cc1cc(C(=O)NCC(=O)OCC(=O)Nc2ccc(OC(F)F)cc2)ccc1[N+](=O)[O-]	-11%	0.9	964	0	617	-13	-4	·	·	-0.88	-0.32	-0.61	0.74	-2.9%	i	-8	3.8	3.6	8.2
Cc1ccc(NC(=O)COn2nnc3ccc(S(=O)(=O)N(C)C)cc32)cc1F	-6.2%	-2.0	1150	11	767	-20	-2	0.24	968	-0.9	0.11	-0.22	0.91	-2.0%	i	-8	1.8	1.5	7.4
O=C(CSc1nc(-c2ccccc2)cc(C(F)(F)F)n1)NCc1ccco1	-7.0%	-1.4	1202	-2	769	20	20	-0.37	919	-1.6	0.096	-0.62	1.1	-1.6%	i	-7	1.5	1.2	5.9
Cc1ccccc1NC(=O)CC1SC(=O)N(c2ccccc2)C1=O (stereo not drawn)	-6.6%	-2.2	1076	1	791	-4	6	-0.07	862	-0.69	-0.19	-0.16	0.034	-3.6%	i	20	2.0	1.3	8.0
c1ccc(-c2nnc(N3CCN(c4ccccc4)CC3)nc2-c2ccccc2)cc1	·	0.5	1363	12	731	·	·	-1.4	1010	-0.19	-0.25	-0.16	0.64	·	·	·	·	·	·
Cc1c(C(=O)Nc2cc(S(=O)(=O)N3CCOCC3)ccc2N2CCN(C)CC2)oc2ccccc12	·	-0.2	1324	3	584	·	·	-0.8	955	0.41	-0.28	0.1	1	·	·	·	·	·	·
